Compound activity: PubChem BioAssay, National Center for Advancing Translational Sciences (NCATS)
Menin MLL FP TR: inhibitors of human menin-MLL interaction, mutant MLL peptide; AID 1768; Menin + Texas Red MLL mutant peptide, fluorescence polarization; O00255; Potency, µM (doses to about 61.6 µM), without a hit: at the highest dose FP activity change, negative = inhibition, hits mostly inhibitors; 270,000 compounds, 0.23% hits; active = well fitted inhibition curve with a large enough effect in the polarisation, with a control signal flat, not every such curve was filed as active; inconclusive = small, poorly fitted or top-dose-only effect, or effect the other way, or a change in a side signal; inactive = no such curve, though single readings can be large or run the other way; the % refers to the polarisation; also: potency is read from the fitted curve at half-maximal effect; % of control where 0% means no effect; many of its hits are not listed in these tables
Giardia kill: kills Giardia lamblia; activity change, % at 7.66 µM, hits read low; Giardia lamblia trophozoite viability; 340,000 compounds, 0.15% hits; AID 540267; in the data active = activity change below about -80%; inconclusive = between about -30% and that limit;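 also: parasites exposed to compound for two days anaerobically before the ATP read; % is scaled to controls: 0 for no effect and ±100 for the full control effect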
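Giardia trophozoites, 100 cells per well, were exposed to compounds for 48 hrs at 37 deg C under anaerobic conditions; viability was then read as ATP content by bioluminescence after 15-30 min at room temperature.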
GALK inhibitor: galactokinase (human) inhibition. P51570. Purified GALK, Kinase-Glo residual ATP luminescence. Potency, µM (highest dose often 57.5 µM), without a hit: top-dose activity change, negative = inhibition, most hits filed as inhibitors. 270,000 compounds, 0.007% hits; also: potency is read from the fitted curve at half-maximal effect; % is scaled to controls: 0 for no effect and ±100 for the full control effect
Target sequence (P51570 whole entry, looked up): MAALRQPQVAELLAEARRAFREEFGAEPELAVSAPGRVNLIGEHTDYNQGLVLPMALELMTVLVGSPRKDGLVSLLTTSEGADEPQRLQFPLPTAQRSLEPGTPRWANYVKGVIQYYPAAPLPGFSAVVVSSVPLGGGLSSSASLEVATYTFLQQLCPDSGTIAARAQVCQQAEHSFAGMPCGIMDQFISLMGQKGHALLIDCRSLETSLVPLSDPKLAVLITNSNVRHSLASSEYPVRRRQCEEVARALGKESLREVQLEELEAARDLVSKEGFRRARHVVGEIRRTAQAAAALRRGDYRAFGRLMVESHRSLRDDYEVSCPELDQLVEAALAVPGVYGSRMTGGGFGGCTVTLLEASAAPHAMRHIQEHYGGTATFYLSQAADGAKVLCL
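GALK at 5 nM final was combined with compound, 35 uM ATP and 100 uM galactose in HEPES pH8.0 with MgCl2 and DTT. The reaction ran one hour at room temperature before luminescent ATP detection.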
Tb PFK inh: T. brucei PFK enzyme inhibition | T. brucei PFK, ADP-Glo luminescence | Potency, µM (series often up to 57.5 µM), without a hit: at the top dose activity, negative = inhibition, actives largely listed as inhibitors | 330,000 compounds, 0.17% hits | O15648;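 also: potency is read from the fitted curve at half-maximal effect; 0% = uninhibited 1x PFK enzyme wells and -100% = no-enzyme wells; nearly all actives have a fitted effect of over 60% in size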
Target sequence (O15648 whole entry, looked up): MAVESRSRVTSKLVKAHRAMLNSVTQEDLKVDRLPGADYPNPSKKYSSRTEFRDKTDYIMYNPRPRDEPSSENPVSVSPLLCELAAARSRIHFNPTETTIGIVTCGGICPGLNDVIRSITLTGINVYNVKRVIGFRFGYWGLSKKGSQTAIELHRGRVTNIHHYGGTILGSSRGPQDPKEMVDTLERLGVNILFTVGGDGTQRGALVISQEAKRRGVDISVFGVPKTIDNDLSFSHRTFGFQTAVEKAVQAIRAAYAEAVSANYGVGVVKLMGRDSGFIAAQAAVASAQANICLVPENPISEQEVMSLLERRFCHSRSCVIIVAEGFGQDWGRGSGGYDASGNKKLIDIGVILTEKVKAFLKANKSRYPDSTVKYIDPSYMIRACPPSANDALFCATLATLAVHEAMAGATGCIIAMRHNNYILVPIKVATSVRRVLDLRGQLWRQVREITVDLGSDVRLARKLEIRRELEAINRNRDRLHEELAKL
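1.25 nM PFK with 0.5 mM F6P and 0.1 mM ATP in 0.1 M TEA pH 8.0, 5 mM MgCl2, incubated 45 min at room temperature; ADP measured by ADP-Glo luminescence; compounds titrated up to 57 uM.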
Chronic BCR inh: blocks chronic active B-cell receptor signaling; ABC-DLBCL IkBa-CBG/CBR reporter, luminescence ratio, 4 h; Potency, µM (highest dose often 46.1 µM), for inactives: top-dose ratio change, negative = lower green/red ratio, hits mostly inhibitors; 340,000 compounds, 0.05% hits; active = well fitted inhibition curve with a large enough effect in the signal ratio, with a control signal flat, not every such curve was filed as active; inconclusive = small, poorly fitted or top-dose-only effect, or effect the other way, or a change in a side signal; the % refers to the signal ratio;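 also: potency is read from the fitted curve at half-maximal effect; plate controls were basal doxycycline-induced cells for no effect and cells given 10 µM MG132 for full effect; MG132 reads +100%, hits lower the ratio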
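Cell line TMD8 (human ABC DLBCL), stably expressing tet-inducible CBG68-IkBa fusion and CBR; IMDM/0.5% FBS; cpd up to 46 uM; dox induction, 4 h, 37C/5% CO2; dual luminescence; green/red ratio; MG132 control.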
a7 integrin act: activators of alpha7 integrin expression for muscular dystrophy; alpha7betagal myoblasts, beta-gal FDG fluorescence, 48 h; Potency, µM (highest dose often 38.3 µM), inactives show at the top dose activation, most hits filed as activators; 350,000 compounds, 0.064% hits; AID 624291;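 also: potency is read from the fitted curve at half-maximal effect; 100% = response of the positive control SU9516; nearly all actives have a fitted effect of over 60% in size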
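alpha7betagal+/- myoblasts (passage 13, 250/well) treated 48 h at 37C with compounds at 1:260 dilution of DMSO stock. Lysed, then beta-galactosidase activity read as FDG fluorescence (ex 480/em 540) after 30 min, with pre-read for autofluorescence.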
FBPA coupling cs: inhibits coupling enzyme system, counter-screen for aldolase hits. coupling enzyme system counterscreen, AmpLite Red fluorescence. activity change, negative = inhibition, % at 58.2 µM, hits read low. 290,000 compounds, 0.67% hits. AID 2472; in the data active = activity change below about -30%; also: % is scaled to controls: 0 for no effect and ±100 for the full control effect
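Compounds tested against the coupling enzymes alone at 57.5 uM final; readout was AmpLite Red fluorescence (525/598 nm) after 20 min at RT.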
S-ASM inh: inhibitors of human secretory acid sphingomyelinase. placental ASM, HMU-PC fluorogenic substrate, 60 min. Potency, µM (top dose mostly 57.5 µM), without a hit: at the top dose activity change, negative = inhibition, most hits filed as inhibitors. AID 504937. P17405. 340,000 compounds, 0.006% hits; also: potency is read from the fitted curve at half-maximal effect
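Human placenta-derived ASM enzyme was preincubated with compound for 10 minutes at room temperature, then given fluorogenic substrate HMU-PC0 (9 uM final) for 60 minutes at 37 °C; a pH 10 stop preceded fluorescence reading at Ex 386/Em 447 nm.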
PTAP TSG101 blk: blocks PTAP/TSG101 interaction to inhibit HIV-1 budding; Fluorescence polarization, FITC-PTAP peptide / Tsg101 binding; 340,000 tested, under 10 active; Q99816; Potency, µM (doses to about 115 µM), inactives show top-dose activity change, negative = inhibition, actives largely listed as inhibitors; active = well fitted inhibition curve with a large enough effect in the main read-out, with a control signal flat, not every such curve was filed as active; inconclusive = small, poorly fitted or top-dose-only effect, or effect the other way, or a change in a side signal; inactive = no such curve, though single readings can be large or run the other way; also: potency is read from the fitted curve at half-maximal effect; % of control where 0% means no effect
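Compounds were pin-transferred onto Tsg101 binding domain (10 uM final) in HEPES pH 7.5 buffer, then FITC-PTAP peptide was added at 50 nM final. After 20 min at RT, polarization reported peptide displacement across a qHTS concentration series.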
B2AR arrestin: beta2AR (human) beta-arrestin recruitment activity; P07550; beta-arrestin recruitment to beta2AR, cell-based reporter; Potency, µM (highest dose often 46.1 µM), without a hit: at the top dose activation, actives largely listed as activators; 330,000 compounds, 0.02% hits;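 also: potency is read from the fitted curve at half-maximal effect; 0% = DMSO controls and full agonism = EC100 isoproterenol or metaproterenol; nearly all actives have a fitted effect of over 65% in size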
PKM2 activator: PKM2 (human) enzyme activation; P14618; purified PKM2, Kinase-Glo ATP luminescence, activation; response scale: 0% is enzyme alone, no compound; Potency, µM (series often up to 57.5 µM), inactives show at the highest dose activation, most hits filed as activators; 260,000 compounds, 0.34% hits; AID 1631; also: potency is read from the fitted curve at half-maximal effect; % is scaled to controls: 0 for no effect and ±100 for the full control effect; nearly all actives have a fitted effect of over 55% in size
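Kinase-Glo luminescence reports ATP generated from ADP (0.1 mM) and PEP (0.5 mM) by purified hPK-M2 after 1 h at room temperature, pH 7.2 imidazole buffer; intermediate enzyme activity allows detecting inhibitors and activators.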
An asterisk follows results filed as active; ? = inconclusive; · = not tested or not shown; [ ] = another dose, or the depositor's remark. Unless noted, calls follow the shape of the dose curve; as a rule, active = well fitted curve in the direction sought with a large enough effect; inconclusive = small, poorly fitted or top-dose-only effect, or another doubt; inactive = no such curve, though single readings can be large; an effect the other way counts as inactive or inconclusive.

SMILES	Menin MLL FP TR	Giardia kill	GALK inhibitor	Tb PFK inh	Chronic BCR inh	a7 integrin act	FBPA coupling cs	S-ASM inh	PTAP TSG101 blk	B2AR arrestin	PKM2 activator
COc1ccc(-c2ccc(C(=S)N3CCN(C(C)=O)CC3)o2)cc1	8%	-1	-2%	-6%	3%	-14%	-7	-7%	-13%	0.6%	?
CC(=O)c1sc(Nc2ccc(C)cc2)nc1C	-15%	0	12%	-4%	-1%	5%	2	7%	0%	-0.2%	-5%
CCCN(CCC)S(=O)(=O)c1ccc(C(=O)Nc2ccc(OCC(=O)N3CCOCC3)cc2)cc1	-2%	-13	1%	0%	-1%	-20%	1	-2%	-9%	0.4%	0%
Cc1csc(SCc2nnc(-c3ccccc3Br)o2)n1	-8%	18	-1%	2%	-2%	-5%	-2	-2%	-3%	-0.1%	-1%
Oc1nc(Nc2ccc(Cl)cc2Cl)sc1/C=C1\C=Nc2ccccc21	?	-21	-1%	-1%	2%	-14%	-1	-18%	-1%	0.2%	-5%
O=C(CN1CCNCC1)Nc1ccccc1Cl	8%	14	1%	5%	-1%	-23%	2	-2%	-7%	-1.6%	1%
Cc1ccc(-c2nc(CSCC(=O)NC3CCN(Cc4ccccc4)CC3)c(C)o2)cc1	4%	17	0%	0%	?	-44%	1	5%	-6%	13%	1%[0.46 µM]
COc1cc(/C=C2/SC(=S)N(C)C2=O)ccc1OC(=O)c1ccco1	?	-1	2%	5%	-4%	?	2	1%	11%	-0.6%	-2%
CC(C)(C)NC(=O)NC(=O)CSc1cccc(C(F)(F)F)c1	0%	-15	9%	1%	?	20%	-7	3%	-2%	0.0%	5%
CC(=O)C1=C(O)C(=O)N(c2ccc(Br)cc2)C1c1ccc(Cl)cc1 (stereo not drawn)	?	-8	1%	0%	1%	-16%	7	10%	-22%	0.0%	-2%
O=C(CCC(=O)N1CCOc2ccc(Cl)cc21)NCCCN1CCOCC1	-3%	2	·	-13%	1%	-8%	0	3%	0%	0.2%	1%
NC(=O)COc1cc2oc(=O)c3c(c2cc1Cl)CCCC3	2%	15	1%	-2%	10%	-5%	2	35%[activator]	-4%	1.0%	9%
CCOC(=O)N1CCN(C(=O)CSc2nnc(-c3cccc(OC)c3)o2)CC1	-2%	4	2%	8%	-9%	-13%	1	-2%	-2%	-0.5%	2%
CC1CCCCC1NC(=O)C1CC(=O)N(Cc2ccccc2)C1 (stereo not drawn)	-10%	7	6%	-7%	2%	-25%	1	2%	-1%	-0.7%	-2%
CSCCCN1CCCC(CO)(Cc2ccc(F)cc2)C1 (stereo not drawn)	17%	-8	0%	0%	?	-64%[inhibitor]	-2	-1%	1%	0.3%	-4%
CCO[C@H]1OC(C(=O)N2CCN(Cc3ccc4c(c3)OCO4)CC2)=C[C@@H](c2cn(C(C)=O)c3ccccc23)[C@@H]1CCCO	-21%	-26	-1%	0%	-7%	-22%	1	4%	0%	-0.2%	2%
O=C(O)C1C2CCC(O2)C1C(=O)Nc1ccccc1Br (stereo not drawn)	-28%	-24	2%	2%	-2%	3%	-1	3%	-3%	-0.2%	-1%[11.5 µM]
CCOc1cc(C#N)c(NC(=O)Cn2nnc3ccccc32)cc1OCC	-5%	0	3%	1%	-14%	0%	0	0%	0%	0.1%	3%
O=C(NCCN1CCOCC1)c1ccc(Cl)c(S(=O)(=O)N2CCCCCC2)c1	-14%	-6	1%	3%	-5%	-3%	-5	-2%	-1%	0.2%	-12%
c1ccc(-c2cnn3c(-c4ccccc4)c(-c4ccccc4)nc3n2)cc1	0%	8	1%	-6%	?	1%	-1	-9%	?	-0.3%	-7%
CC(=O)N(C)c1ccc(NC(=O)Cc2cccs2)cc1	2%	19	5%	-5%	1%	-12%	3	0%	0%	0.5%	9%
Cc1ccc(O)c(N=Cc2ccc(C)s2)c1	2%	12	1%	-1%	-3%	-9%	-9	6%	0%	-0.2%	3%
COc1ccc(NC(=O)C2=CC(c3ccc(OC)c(OC)c3)=NS(=O)(=O)N2C)cc1	?	-13	·	0%	?	-14%	-1	-25%	-1%	0.5%	-3%
CC/C(=C\C(=O)c1ccncc1)Nc1ccc(O)cc1	6%	-3	6%	-1%	?	19%	-23	1%	-1%	13%	0%
O=C(c1ccccc1)C(CCC(CN1CCOCC1)C(=O)c1ccccc1)CN1CCOCC1 (stereo not drawn)	0%	4	-2%	0%	?	-59%[inhibitor]	-1	0%	-3%	-0.5%	7%
More compounds.
SMILES	Menin MLL FP TR	Giardia kill	GALK inhibitor	Tb PFK inh	Chronic BCR inh	a7 integrin act	FBPA coupling cs	S-ASM inh	PTAP TSG101 blk	B2AR arrestin	PKM2 activator
CC(C)(C)n1nnnc1C(c1ccc2ncccc2c1)N1CCC(O)CC1 (stereo not drawn)	3%	-16	-2%	-1%	-2%	22%	5	2%	-2%	-0.2%	-1%
COc1ccc(Nc2nc(CN3CCOCC3)nc3sc4c(c23)CCC(C)C4)cc1OC (stereo not drawn)	-11%	·	·	-4%	?	·	-1	·	·	-0.4%	0%
COc1ccc(/C=C2\SC(N3CCc4ccccc4C3)=NC2=O)cc1OC	5%	53[activator]	·	2%	-4%	-19%	3	31%[activator]	-1%	0.4%	-4%
Cc1noc(C)c1COc1ccc(C(=O)N(C)CCOc2ccccc2)cc1	·	-3	·	-4%	3%	-15%	·	1%	-3%	0.4%	·
CCn1c(CSc2nnc3ccccn23)nc2cc(C(=O)O)ccc21	?	0	0%	-5%	6%	14%	-1	3%	-19%	-0.8%	2%
Nc1cc(C(F)(F)F)cc2c1SCC(=O)N2	0%	-2	1%	1%	-10%	27%	-3	2%	-1%	0.1%	4%
O=C(C1CC(=O)N(c2ccc(F)cc2)C1)N1CCC(c2nc3ccccc3[nH]2)CC1 (stereo not drawn)	·	-3	·	17%	2%	11%	·	·	-10%	-0.6%	·
O=c1ccc(-c2ccccc2)no1	·	10	-2%	-3%	0%	-4%	2	1%	-6%	0.3%	-1%
COc1ccc(/C=C/CN2CCCC(CCC(=O)NCc3ccc(F)c(F)c3)C2)cc1 (stereo not drawn)	-2%	15	0%	-25%	6%	-66%[inhibitor]	-1	-2%	0%	-1.1%	0%
COC(=O)Nc1ccc(S(=O)(=O)N2CCCC(C(=O)Nc3cccnc3)C2)cc1 (stereo not drawn)	1%	-2	3%	6%	1%	16%	1	1%	-4%	0.5%	7%
O=C(NC(=S)Nc1cccc2[nH]ncc12)c1ccccc1	-3%	0	-3%	-1%	?	-21%	-2	-3%	-2%	-0.2%	-4%
CC(Sc1nnc(CNc2cccc3ccccc23)n1-c1ccccc1)C(=O)N/N=C/c1ccco1 (stereo not drawn)	2%	3	1%	-2%	-1%	-14%	2	-4%	-3%	0.2%	-13%
NC(=O)CSc1oc(-c2ccco2)nc1S(=O)(=O)c1ccc(F)cc1	?	9	17%	-2%	0%	20%	1	4%	-2%	0.1%	10%
COc1cccc(/C=C/C(=O)OCC(=O)c2ccc(C)c(C)c2)c1OC	·	-1	·	0%	-4%	-5%	·	0%	-3%	0.0%	·
Cc1nc2n(n1)C(c1ccccc1)C1=C(CC(c3ccco3)CC1=O)N2 (stereo not drawn)	13%	4	1%	-3%	?	-8%	-3	·	-5%	0.0%	-7%
Clc1ccc(-c2cnn3c(-c4ccncc4)ccnc23)cc1	-1%	-8	-3%	2%	?	4%	2	-14%	-3%	0.3%	5%
N=C(c1cccc([N+](=O)[O-])c1)N1CCCCCC1	7%	17	11%	0%	-13%	8%	2	-1%	-1%	-0.1%	-5%
COc1ccc(C)cc1NC(=O)c1cnc2sccn2c1=O	0%	·	0%	-7%	3%	·	0	·	·	-0.1%	-1%
CC1CCN(CCCNC(=O)c2ccc3c(=O)n(Cc4ccc(Cl)cc4)c(=S)[nH]c3c2)CC1	-16%	15	4%	-3%	-20%	-10%	3	?	-1%	0.1%	-1%
CCN(CC(=O)Nc1c(F)cccc1F)C(=O)c1ccc(S(=O)(=O)N2CCCCCC2)cc1	·	-13	·	-5%	?	-14%	·	0%	1%	3.2%	·
[O-][n+]1ccccc1SC/C=C/c1ccccc1	3%	1	1%	-7%	?	15%	4	5%	1%	-0.6%	·
CN(C)c1nc(Oc2ccc(=O)n(-c3ccccc3)n2)nc(N2CCOCC2)n1	-1%	-3	6%	-2%	-13%	11%	1	4%	-4%	0.1%	-6%
CC(Oc1ccc(F)cc1)C(=O)Nc1cc(S(=O)(=O)N2CCOCC2)ccc1N1CCCCC1 (stereo not drawn)	·	7	·	-2%	6%	-3%	·	-5%	-1%	-0.3%	·
O=C(CNC(=O)C1CC(=O)N(c2cccc3ccccc23)C1)Nc1ccccc1Br (stereo not drawn)	·	10	·	0%	5%	-4%	·	5%	1%	0.5%	·

Some of the compounds tested; the hit share may differ from the screen's.
